Compound activity: PubChem BioAssay, Broad Institute
CD40 NFkB inh = inhibitors of CD40-induced NF-kB signaling, primary screen, BL2 cells, luciferase reporter, single point. CD40L-induced, 4 h. inhibition, % at 10 µM. 83,000 compounds, 0.94% hits. AID 1053188, 2014;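 active = mean inhibition of at least 50% with a set share of replicates also reaching that level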;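 also: 0% = neutral control wells and 100% = IKK inhibitor VII at 50 µM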
An asterisk follows results filed as active; i = inactive; [ ] = dose if it differs, or a comment.

CD40 NFkB inh	Compound
9	COc1ccc(NC(=O)CCCNC(=O)c2ccc(Cl)cc2)cc1S(=O)(=O)N1CCOCC1
18	CCOC(=O)N(C)c1c(CC)nc2c(OCc3ccc(Cl)cc3Cl)cccn12
-54	c1ccc(COc2ccc(OCCCNC3CCCC3)cc2)cc1
-17	Cc1[nH]nc(-c2ccc(O)cc2O)c1Oc1ccccc1
2[25 µM]	COC(=O)C[C@@H]1C[C@@H]2c3cc(NS(C)(=O)=O)ccc3O[C@@H]2[C@H](CO)O1
-3	CCOC(=O)c1sc(NC(=O)COC(=O)c2ccco2)nc1C
1	CCCn1c(OC)nc2c1c(=O)n(C)c(=O)n2C
10	Cn1c(=O)c2c(nc(N3CCOCC3)n2C)n(C)c1=O
7	Cc1sc2nc(C3CC3)nc(N3CCN(S(=O)(=O)c4ccc(F)cc4)CC3)c2c1C
-8	Cc1noc(C)c1C(c1ccccc1)S(=O)(=O)c1ccccc1 (stereo not given)
8	Cc1ccc(CCNC(=O)c2nn(C)c3c2CS(=O)(=O)c2ccccc2-3)cc1
8	Cc1cc(C(=O)CCC(=O)N2CCN(S(=O)(=O)c3ccccc3)CC2)c(C)s1
-8	Nc1cccc(Oc2ccc([N+](=O)[O-])cc2)c1
3	COCCCNC(=O)c1c(N)n(-c2ccc3c(c2)OCO3)c2nc3ccccc3nc12
1	CCCCNC(=O)c1cnc2n(c1=O)CCS2
-16	CCC(C)n1c(-c2cccc(S(=O)(=O)N3CCOCC3)c2)n[nH]c1=S (stereo not given)
3	Cc1ccc(NC(=O)CCc2ccc(S(=O)(=O)N3CCOCC3)cc2)c(O)c1
8	CCOC(=O)C1CCCN(S(=O)(=O)CCNC(=O)c2ccc3c(c2)OCO3)C1 (stereo not given)
0	CC(C)CN(C(=O)COC(=O)C1=COCCO1)c1c(N)n(Cc2ccccc2)c(=O)[nH]c1=O
16	O=C(Cn1nnc(-c2ccccc2)n1)N1CCN(S(=O)(=O)c2ccc(Cl)cc2)CC1
-3[25 µM]	O=S(=O)(c1ccccc1F)N1CCCCN2[C@H](CO)[C@H](c3ccc(-c4cncnc4)cc3)[C@@H]2C1
13	CCCSc1ncccc1C(=O)O
0	C1CN(CC23CC4CC(CC(C4)C2)C3)CCO1
-11	CC1(C)NC(=O)N(CC(=O)N2CCN(c3cccc(C(F)(F)F)c3)CC2)C1=O
-2[25 µM]	COc1cc(OC)c(C(=O)CCCCN2CCC3(CC2)NC(=O)NC3=O)cc1NS(=O)(=O)c1ccc(C(F)(F)F)cc1

Ordered by the number under CD40 NFkB inh (descending): 6 from the list above.
CD40 NFkB inh	Compound
16	O=C(Cn1nnc(-c2ccccc2)n1)N1CCN(S(=O)(=O)c2ccc(Cl)cc2)CC1
10	Cn1c(=O)c2c(nc(N3CCOCC3)n2C)n(C)c1=O
9	COc1ccc(NC(=O)CCCNC(=O)c2ccc(Cl)cc2)cc1S(=O)(=O)N1CCOCC1
8	Cc1cc(C(=O)CCC(=O)N2CCN(S(=O)(=O)c3ccccc3)CC2)c(C)s1
3	Cc1ccc(NC(=O)CCc2ccc(S(=O)(=O)N3CCOCC3)cc2)c(O)c1
-8	Nc1cccc(Oc2ccc([N+](=O)[O-])cc2)c1

More entries follow:
CD40 NFkB inh	Compound
-2	Cc1noc(C)c1COc1ccc(C(=O)OCC(=O)c2ccc3c(c2)OCCO3)cc1
11	CCOC(=O)N1CCC(NC(=O)C2CCN(C(=O)N3CCOc4ccccc43)CC2)CC1
13	CC(=O)c1cc(C#N)c(N2CCCCC2)nc1C
9	O=C(O)c1ccccc1C(=O)c1cccc2ccccc12
5	NS(=O)(=O)c1ccc(CCNC(=O)c2cc([N+](=O)[O-])ccc2N2CCOCC2)cc1
9	O=C(Nc1cccc(S(=O)(=O)N2CCCCC2)c1)c1cc([N+](=O)[O-])ccc1N1CCOCC1
-42	CN1C(=O)c2cc(NC(=O)C3CCCC3)ccc2OC[C@@H]2O[C@H](CC(=O)NCCc3ccncc3)CC[C@@H]21
4	Cc1ccc(S(=O)(=O)NCC(=O)OCC(=O)N2CCc3ccccc32)cc1
-5	Cc1ccc([N+](=O)[O-])c2c1C(N1CCCC1)C(C)(C)O2 (stereo not given)
18[25 µM]	N#C[C@@H]1[C@@H](c2ccc(-c3cccc(F)c3)cc2)[C@H](CO)N1C(=O)NC1CCCC1
6	CN(CC(=O)Nc1ccc(F)cc1)C(=O)COC(=O)/C=C/c1cccs1
-24	CCOC(=O)Nc1ccc2c(c1)nc(CN1CCOCC1)n2C
2[25 µM]	Cc1ccccc1S(=O)(=O)N1[C@@H](C#N)[C@@H](c2ccc(-c3ccc(F)cc3)cc2)[C@@H]1CO
22	Cc1cc(C)cc(C(=O)NCC(=O)OCc2cc([N+](=O)[O-])cc3c2OCOC3)c1
10	CCN1CCN(c2ccc(S(=O)(=O)N3CCOCC3)cc2NC(=O)c2ccc(F)cc2Cl)CC1
-6	CO[C@@H]1CN(C)C(=O)c2ccc(NC(=O)C3CCOCC3)cc2OC[C@@H](C)N(CC2CC2)C[C@H]1C
3	CC(C)[C@H](C)NC(=O)N(C)C[C@@H]1OCc2ccccc2-c2c(n(C)c3ccccc23)C(=O)N([C@H](C)CO)C[C@@H]1C
-27	O=C(CSc1ccccc1F)NC(=O)NC1CCCC1
2	O=C(N1CCCCCC1)N1CCN(C(=O)N2CCCCC2)CC1
-37	O=C(Nc1nnc(CCc2ccccc2)s1)c1cccs1
4	N#C/C(=C\c1ccc[nH]1)S(=O)(=O)c1ccccc1
-17	O=C(COC(=O)c1cccc(F)c1)NCCC1=CCCCC1
1	O=C(COc1ncnc2ccccc12)NCc1ccco1
-1	COc1cc(CN2[C@@H]3CNC[C@H]2C3c2ccc(-c3cccnc3)cc2)cc(OC)c1 (stereo not given in full)
4	CSCC(C)N1CCC(Oc2cccc(C(=O)NCc3ccccn3)c2)CC1 (stereo not given)

For convenience, two of the compounds above.
CD40 NFkB inh	Compound
-1	COc1cc(CN2[C@@H]3CNC[C@H]2C3c2ccc(-c3cccnc3)cc2)cc(OC)c1 (stereo not given in full)
4	CSCC(C)N1CCC(Oc2cccc(C(=O)NCc3ccccn3)c2)CC1 (stereo not given)

Filtered by structure, the compounds so far with a furan ring, fused or not
CD40 NFkB inh	Compound
-3	CCOC(=O)c1sc(NC(=O)COC(=O)c2ccco2)nc1C
1	O=C(COc1ncnc2ccccc12)NCc1ccco1

More compounds follow.
CD40 NFkB inh	Compound
4	CCCn1c(NC(=O)CN2C(=O)NC3(CCCC3)C2=O)nc2ccccc21
11	CC1CCN(S(=O)(=O)c2ccc(C(=O)N3CCOCC3)cc2)CC1
8	O=C(C1CCCC1)N1[C@H](CO)[C@H]2c3ccccc3N(S(=O)(=O)c3ccccc3)C[C@H]21
10	O=C(O)c1cc2c(ccc3ccccc32)[nH]1
5	Cc1cc(C)n(-c2ccc(C(=O)NCC(=O)Nc3cc(Cl)ccc3Cl)cc2)n1
-3[25 µM]	COc1cccc(NC(=O)C[C@H]2CC[C@H]3[C@H](COc4ccc(NC(=O)C5CC5)cc4C(=O)N3C)O2)c1
7	CCCCn1c(N)c(N(CCOC)C(=O)c2cccc(S(=O)(=O)N3CCCCC3)c2)c(=O)[nH]c1=O
3	Cc1ccc(S(=O)(=O)Nc2nncs2)cc1
7[25 µM]	COc1ccc(NC(=O)N(C)C[C@@H]2OCc3ccccc3-c3ccccc3C(=O)N([C@H](C)CO)C[C@H]2C)c(OC)c1
7	CN1CCN(CC(=O)NC(=O)NC2CCCCC2)CC1
-5	COC(=O)c1cc(NC(=O)c2c(Cl)nc3sccn23)cc(C(=O)OC)c1
5	O=C(NCCCn1ccnc1)c1cc2ccccc2o1
3	O=C(Nc1cc(N2CCOCC2)ncn1)Nc1cccc2ccccc12
-66	CC(=O)c1sc(NC(=O)c2ccc(C)c(C)c2)nc1C
1[25 µM]	C[C@H](CO)N1C[C@H](C)[C@H](CN(C)C(=O)Cc2cccnc2)Oc2cc(C#Cc3ccccc3F)ccc2S1(=O)=O
6	Cc1cc(C)c2c(n1)SCC(=O)N2CC(=O)NCCC1=CCCCC1
15	COC(=O)C1=C(C)NC(C)=C(C(=O)OC)C(N2C(=O)CCC2=O)C1 (stereo not given)
15	C[C@@H]1CN([C@@H](C)CO)C(=O)CCCn2nncc2CO[C@@H]1CN(C)Cc1ccccc1
12	O=C(COc1ccc(S(=O)(=O)N2CCOCC2)cc1)N1CCc2ccccc2C1
-7	C[C@H](CO)N1C[C@H](C)[C@H](CN(C)C(=O)Nc2ccc(C(F)(F)F)cc2)OCCCC[C@H](C)Oc2ccc(NC(=O)Nc3ccc4c(c3)OCO4)cc2C1=O
3	COc1ccc(S(=O)(=O)N(C)c2ccc(C(=O)N3CCCC3)cc2)cc1
8	Cc1noc(C)c1C(=O)OC(C)C(=O)Nc1ccc2c(c1)OCO2 (stereo not given)
-20[25 µM]	CC(C)NC(=O)N1C[C@H]2[C@@H](c3ccccc31)[C@@H](CO)N2Cc1ccccn1
6	Cc1cccn2c(CN[C@@H]3CCCC[C@H]3c3ccccc3)c(C(=O)N3CCOCC3)nc12
-17	COc1ccccc1NC(=O)N(C)C[C@H]1OCc2ccccc2-c2ccccc2C(=O)N([C@H](C)CO)C[C@H]1C
42	Cc1ccc(OCC(=O)c2cc(C)n(-c3cc(C)on3)c2C)c([N+](=O)[O-])n1
-7[25 µM]	C[C@H]1CN([C@@H](C)CO)C(=O)c2cc(C#CC3(O)CCCC3)cnc2O[C@H]1CN(C)S(=O)(=O)c1ccccc1
-7[25 µM]	COCCNC(=O)C[C@@H]1CC[C@@H]2[C@H](COc3ccc(NS(=O)(=O)c4ccc(Cl)cc4)cc3C(=O)N2C)O1
-30	COC(=O)c1cccc(NC(=O)/C=C/c2cccc([N+](=O)[O-])c2)c1
6	CC(Sc1nccn1C)C(=O)c1c(N)n(C)c(=O)n(C)c1=O (stereo not given)
12	COc1ccc(OCC(=O)OCC(=O)NC2CC2)cc1
-18[25 µM]	COc1ccc2c3c(n(C)c2c1)[C@@H](CO)N(C(=O)CC1CC1)CC31CN(Cc2ccncc2)C1
12	COc1ccc(CCNc2nc(-c3sc(C)nc3C)cs2)cc1OC
7	Cc1ccccc1OCC(=O)N/N=C/c1cn(Cc2ccccc2)c2ccccc12
-22	O=C(N/N=C/c1cccc(Br)c1)c1ccc(Br)cc1
3	COC1OC(COCc2ccccc2)C(N)C(OCc2ccccc2)C1OCc1ccccc1 (stereo not given)
13	COc1cccc(Cn2c(NCc3ccco3)nc3c2c(=O)n(C)c(=O)n3C)c1
2	CCC(=O)N1CCC1(C)C(=O)Nc1ccc(OC(F)F)cc1 (stereo not given)
-2[25 µM]	CO[C@H]1CC[C@@H]2CCOc3c(C#N)cccc3C(=O)N(C)C[C@H](OC)[C@@H](C)C(=O)N(C)C[C@@H]1O2
-1	O=C(CCCOc1ccc(Cl)cc1Cl)N/N=C/c1ccco1
-7[25 µM]	CCS(=O)(=O)N1CC(=O)N2[C@H](CO)[C@@H](c3ccc(C#CC4CCCCC4)cc3)[C@@H]2C1
2	COc1ccccc1NC(=O)COC(=O)C12CC3CC(CC(Br)(C3)C1)C2
5	Cc1cc(C)c2c3c(oc2n1)C(=O)N(c1cccc(Cl)c1)CC(=O)N3
-7[25 µM]	COc1ccc2c3c([nH]c2c1)[C@@H](CO)N(C(=O)CC1CC1)CC31CCN(Cc2ccncc2)CC1
7	Cc1ccc(-c2nc(N)n(C(=O)c3cccs3)n2)cc1
13	CCOC(=O)C1(CCOc2ccccc2)CCN(CCCn2cccn2)CC1
9	C[C@H]1CN([C@@H](C)CO)C(=O)c2ccccc2-c2ccccc2CO[C@H]1CN(C)Cc1ccc(-c2ccccc2)cc1
72*	CC(=O)N(C)c1ccc(C=C2C=Cc3ccccc32)cc1
3	CCS(=O)(=O)N1CCc2cc(OC)c(OC)cc2C1
8	CCOC(=O)C1CCN(S(=O)(=O)CCNC(=O)c2ccc(F)cc2)CC1

More results:
CD40 NFkB inh	Compound
4	COn1c2c(c3c4nonc4ccc31)CCCC2
-2	CN(CC(=O)Nc1ccccc1C(F)(F)F)CC(=O)N1CCCCCC1
-2[25 µM]	CN(C)C(=O)c1ccc(-c2ccc([C@@H]3[C@H]4CN(C(=O)CC5CC5)CC(=O)N4[C@H]3CO)cc2)cc1
-13[25 µM]	Cc1noc(C)c1C(=O)N(C)C[C@H]1OCc2ccccc2-c2ccccc2C(=O)N([C@@H](C)CO)C[C@H]1C
14	O=C(O)CSc1nnc(-c2ccncc2)n1CCc1ccccc1
11	Cc1cc(C)c(CN2CCCC(CNC(=O)c3ccc(F)cc3)C2)c(-n2cccn2)c1 (stereo not given)
i	COc1ccc(C(=O)NCCN(C)C)c2nc3ccccc3cc12
25	Cc1ccc(SCc2cc(=O)[nH]c(Nc3nc(C)c4cccc(C)c4n3)n2)cc1
58*	COc1ccc(/C=N\n2nnc3ccccc32)cc1
-9	COc1ccccc1C(=O)NCCC(=O)NC1CCCCCC1
13	O=C(C1CC1)N1[C@@H]2CN(S(=O)(=O)c3ccccc3)c3ccccc3[C@@H]2[C@@H]1CO
-4	CCCNS(=O)(=O)c1ccc(OCC(=O)Nc2ccc3c(c2)OCCO3)c(C)c1
-19[25 µM]	CCCC#Cc1ccc([C@H]2[C@H]3CN(Cc4cncnc4)CCCCN3[C@H]2CO)cc1
-5[25 µM]	COCC(=O)N1[C@@H](C#N)[C@@H](c2ccc(-c3cccc(F)c3)cc2)[C@@H]1CO
2	CS(=O)(=O)Cc1nc2ccccc2n1CC(=O)Nc1cccc(S(=O)(=O)N2CCCC2)c1
-4	CCOc1ccc(NC(=O)CN(C)C(=O)c2ccccc2OCCOc2ccccc2)cc1OCC
0	CCC(=O)Nc1cc(OC)cc(OC)c1
-3[25 µM]	CO[C@@H]1CN(C)C(=O)c2cc(NS(=O)(=O)c3cccc(Cl)c3)ccc2OC[C@H](C)NC[C@@H]1C
1	COc1ccc(Cl)cc1C(=O)NNC(=O)c1csc(N2CCOCC2)n1
4	O=C(CCNC(=O)N1CCn2c1nc1ccccc12)NCc1ccccc1
-25	O=C(COC(=O)c1ccc2c(c1)OCO2)Nc1ccccc1Cl
-16	OC(CON=C1c2ccccc2-c2ccccc21)CN1CCNCC1 (stereo not given)

Not all compounds are listed; the hit share may differ from the screen's.
